Screening results (PubChem)
PAFAH2 inh: PAFAH2 (human) inhibition. recombinant PAFAH2, FP-rhodamine activity probe, fluorescence polarization. inhibition, % at 3.39 µM. actives 0.99% (n = 340,000). AID 492956;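 active means inhibition above the mean over all tested compounds plus 3 SD, cut at about 30% in these data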;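 further: inhibitors block probe labeling of enzyme so polarization drops; 0% = enzyme with DMSO and 100% = wells lacking PAFAH2 protein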
procasp7 counter: counter-screen: procaspase-7 (human) activation; P55210; recombinant procaspase-7, Ac-DEVD-pNA absorbance 405 nm; D23A/D198A/D206A triple mutant, cannot self-cleave; scale: DMSO 0, 5 µM enzyme 100; activation, % at 8.5 µM; actives 0.093% (n = 330,000);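 active means percent activation above the screen-wide mean plus 3 SD, cut at about 25% in these data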
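Assay system: Uncleavable procaspase-7 mutant enzyme; Input: 2 µM procaspase-7 mutant as dispensed; Also added: DEVD-pNA substrate; Medium: Zinc-free HEPES pH 7.4 with 300 mM NaCl, 0.01% Triton X-100; Timing: 1 h compound preincubation, 2 h substrate cleavage, 25 °C; Measured by: Epi-absorbance of released pNA at 405 nm, two timepoints.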
procasp3 activ: procaspase-3 (human) activation. activation, % at 8.5 µM. recombinant procaspase-3 D3A, Ac-DEVD-pNA absorbance 405 nm. actives 0.11% (n = 330,000). AID 463141;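 active means activation above the mean of all tested compounds plus 3 SD, cut at about 21% in these data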;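 further: 0% = DMSO alone and 100% = DMSO wells spiked with extra 5 µM PC-3 D3A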
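Assay system – Procaspase-3 D3A mutant · Benchmarks – DMSO low control, extra-enzyme high control · Technique – 405 nm absorbance of p-nitroaniline, reads at 0 and 120 min · Doses – 8.5 µM nominal · Measure – % activation between DMSO and enzyme-spiked controls · Also added – Ac-DEVD-pNA chromogenic peptide substrate · Schedule – 1 h compound preincubation, 2 h substrate hydrolysis at 25 °C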
core dimer inh: blocks dimerization of HCV core protein. TR-FRET GST/Flag-core106 dimerization, 1536-well. inhibition, % at 5 µM. actives 0.33% (n = 300,000);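 active means inhibition above the mean of all tested compounds plus 3 SD, set per screening campaign, cut at about 45% in these data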
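Assay system: GST-tagged and Flag-tagged HCV core protein residues 1-106 / Times: compound-protein-antibody incubation 4 h at 22.5 °C / Signal: time-resolved FRET, ex 340 nm, em 617 and 671 nm / Evaluation: % inhibition based on acceptor/donor emission ratio / Benchmarks: wells lacking GST-core106 and wells with excess unlabelled core106 / Repeats: singlicate, one well per compound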
Fh CTSL1 inh: blocks F. hepatica cathepsin L1 in PFM18AAP counter-screen. recombinant F. hepatica cathepsin L1, Z-Leu-Arg-MCA fluorescence. inhibition, % at 5.96 µM. actives 0.49% (n = 300,000). AID 1906;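 active means inhibition above the mean of all tested compounds plus 3 SD, set per screening campaign, cut at about 17% in these data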;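 further: 0% = plate median of test compound wells and 100% = 1 µM Z-Phe-Ala-diazomethylketone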
PP5 inh: blocks human protein phosphatase 5 activity | P53041 | purified PP5c, OMFP substrate fluorescence | inhibition, % at 6.7 µM | actives 0.18% (n = 320,000) | AID 1987;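 active means inhibition above the campaign's mean inhibition across all tested compounds plus 3 SD, cut at about 9.5% in these data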;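 further: 0% = DMSO only and 100% = 100 µM cantharidin control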
Target sequence (P53041 whole entry, looked up): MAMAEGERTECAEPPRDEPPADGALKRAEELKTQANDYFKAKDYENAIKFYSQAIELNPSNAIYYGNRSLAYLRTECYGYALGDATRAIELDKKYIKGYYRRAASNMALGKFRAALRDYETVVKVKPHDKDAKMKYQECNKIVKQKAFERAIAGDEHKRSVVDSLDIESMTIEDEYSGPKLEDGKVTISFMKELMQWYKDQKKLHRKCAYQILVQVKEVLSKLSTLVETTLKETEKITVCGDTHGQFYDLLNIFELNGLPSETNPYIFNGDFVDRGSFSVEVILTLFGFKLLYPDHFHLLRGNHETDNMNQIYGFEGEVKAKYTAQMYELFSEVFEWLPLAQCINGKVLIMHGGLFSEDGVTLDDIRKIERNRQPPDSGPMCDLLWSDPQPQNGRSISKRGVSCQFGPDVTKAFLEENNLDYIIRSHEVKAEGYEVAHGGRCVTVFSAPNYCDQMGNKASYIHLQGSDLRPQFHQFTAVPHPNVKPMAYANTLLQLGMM
TPT1 inhibitor: inhibitors of Candida albicans tRNA 2'-phosphotransferase TPT1 | recombinant caTPT1, FP RNA substrate dephosphorylation | inhibition, % at 5 µM | actives 0.81% (n = 300,000) | AID 1962;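 active means inhibition above the mean of all tested compounds plus 3 SD, set per screening campaign, cut at about 24% in these data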;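 further: plate controls were DMSO alone for no effect and ferristatin control at 100 nM for full effect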
PP1 inh: blocks human PP1-alpha phosphatase, a PP5 counter-screen. P62136. purified PP1alpha, OMFP fluorescence. inhibition, % at 6.7 µM. actives 0.9% (n = 320,000);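 active means inhibition above the mean inhibition of all tested compounds plus 3 SD, computed separately for each screening campaign, cut at about 15% in these data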
Target sequence (P62136 whole entry, looked up): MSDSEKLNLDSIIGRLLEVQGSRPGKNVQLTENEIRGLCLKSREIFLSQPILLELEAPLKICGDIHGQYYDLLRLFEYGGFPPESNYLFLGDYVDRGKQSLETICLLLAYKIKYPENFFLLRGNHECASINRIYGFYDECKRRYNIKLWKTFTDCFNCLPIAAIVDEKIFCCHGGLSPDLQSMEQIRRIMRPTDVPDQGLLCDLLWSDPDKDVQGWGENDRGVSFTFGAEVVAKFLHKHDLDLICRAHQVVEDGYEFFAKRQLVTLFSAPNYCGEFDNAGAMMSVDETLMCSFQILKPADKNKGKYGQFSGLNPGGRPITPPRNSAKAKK
AHR act: activators of human aryl hydrocarbon receptor; P35869; activation, % at 5 µM; actives 2.5% (n = 320,000); AHR-responsive luciferase reporter cells, luminescence; AID 2796; in the data active means activation above about 47%;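 further: 0% = vehicle wells and 100% = reference agonist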
Starred values were filed as active, the others as inactive; x = not tested or not shown.

SMILES	PAFAH2 inh	procasp7 counter	procasp3 activ	core dimer inh	Fh CTSL1 inh	PP5 inh	TPT1 inhibitor	PP1 inh	AHR act
O=c1c2c(nc3nc(NCc4ccc(Cl)cc4)[nH]n13)CCC2	10	11	-2	0	-2	-0.2	-8	0	-1
COc1ccc(CCNC(=O)CCC(=O)N2CCOc3ccc(Cl)cc32)cc1OC	10	-2	6	5	5	-1.0	0	-2	0
O=C(CCc1ccccc1)N1CCN(c2ccc(Cl)cc2)CC1	12	9	2	9	-2	2.2	1	-2	1
CCOC(=O)C(C)Sc1nc2ccccc2c(=O)n1CC1CCCCC1 (stereo unspecified)	1	-1	5	5	1	3.2	-1	-4	-2
Cc1noc(C)c1S(=O)(=O)Nc1ccc2c(c1)C(=O)N([C@H](C)CO)C[C@H](C)[C@@H](CN(C)C(=O)NC1CCCCC1)O2	5	3	-1	x	x	x	x	x	0
COc1ccccc1C(NC(C)=O)c1cc(Cl)c2cccnc2c1O (stereo unspecified)	7	7	5	8	2	-0.9	19	-2	2
O=C(Cc1ccccc1)Nc1cccc(N2C(=O)C=CC2=O)c1	-2	-21	-13	-4	-1	0.2	2	-3	-1
Cc1cc(-c2cccs2)c2c(n1)sc1c(=O)[nH]c(=O)[nH]c12	2	4	-7	-2	2	0.1	-2	6	16
COC(=O)c1sccc1NC(=O)CN(C)NS(=O)(=O)c1ccc(Cl)cc1	9	1	-6	-1	-6	0.6	-1	-2	-2
CCOC(=O)c1ccccc1NC(=O)c1ccc2c(SCC(=O)O)c3c(nc2c1)CCCC3	-21	-17	2	9	0	2.0	1	3	3
Cc1ccc(OCCOC(=O)CN2C(=O)NC3(CCCC3)C2=O)cc1	0	3	7	-4	5	1.5	2	-4	7
CC(=O)N(CCc1ccccc1C)Cc1cc2ccc(C)cc2[nH]c1=O	-1	1	-2	-6	2	1.7	-1	0	2
CC1(C)c2[nH]c3ccccc3c2C[C@H]2C(=O)N(Cc3ccccc3F)C(=O)N21	11	7	11	-1	-3	3.0	0	1	5
CC1CCCCC1NC(=S)NC(=O)c1ccccc1Br (stereo unspecified)	-2	13	0	-3	3	-2.0	-2	0	-1
C=C(C)Cn1c(=O)c2c(nc3n2CCCN3CCc2ccccc2)n(C)c1=O	6	4	7	7	1	3.3	-1	-1	1
COc1ccccc1CCC(=O)Nc1ccc(C)cc1Cl	-5	-4	-15	0	-8	-0.2	-4	3	4
COc1ccc2ccccc2c1/C=N/O	-1	13	-4	-1	-2	3.4	2	-2	4
Cc1cccc(CNC(=O)C2CCC(=O)N(C3CCCCCC3)C2)c1 (stereo unspecified)	-2	1	0	3	-2	2.8	0	0	-2
Cc1c(C(=O)OCc2ccc(F)cc2)sc2nc3n(c(=O)c12)CCC3	-4	-5	-5	-1	4	0.2	-2	0	-1
CCn1c(-c2cc(-c3ccccc3OC)nc3ccccc23)n[nH]c1=S	-5	-1	-5	11	0	-0.4	-2	0	5
COc1cccc(NC(=O)c2nc(SC)ncc2Cl)c1	-4	4	0	6	-3	1.3	0	1	11
Cn1c(SCC(=O)NC2CCCCC2)nnc1-c1ccc(N)cc1	8	5	-3	-7	2	2.3	-2	-7	0
CC(C)C(=O)Nc1ccc(C(=O)c2ccccc2)cc1	0	3	1	1	-2	1.2	-2	-75	-2
CCC(C)NC(=O)C1CCN(S(=O)(=O)CC)CC1 (stereo unspecified)	3	-3	6	-7	6	-0.3	1	0	-1
Cc1ccc2nc(Cl)c(CN(Cc3cccs3)C(=O)C3CC3)cc2c1	0	6	-7	-1	3	0.9	1	2	10
CCC1(c2ccccc2)NC(=S)N(c2ccc(C)c(C)c2)N1 (stereo unspecified)	5	-2	-12	-2	-4	1.8	-2	-2	29
O=C(O)CCc1ccc(-c2ccccc2)n1CC1CCCO1 (stereo unspecified)	5	8	-2	6	-2	2.5	6	-4	2
Cc1nc(Nc2nc3ccccc3o2)nc(C)c1C	-3	-3	4	1	-3	-2.8	-2	-3	-3
O=C(CN1C(=O)c2ccccc2C1=O)Nc1cccc([N+](=O)[O-])c1	3	-4	10	7	0	-0.2	12	-4	-1
Cc1ccc(S(=O)(=O)N(C)CCCC(=O)Nc2ccncc2)cc1	-6	-1	11	-1	1	0.1	-3	-3	5
O=C(Nc1ccncc1)c1ccc2c(c1)C(=O)N(CC1CCCO1)C2=O (stereo unspecified)	-9	5	0	-11	4	1.4	-2	0	-2
C=CCSc1nnc2c(n1)OC(C)=Nc1ccc(Br)cc1-2	7	-3	6	3	1	-1.0	0	-2	28
O=C(CSc1n[nH]c(-c2ccco2)n1)Nc1ccc(F)cc1	-1	0	-8	-2	4	-0.2	-3	-1	0
CCN(CC)CCOC(=O)c1cccc(OC)c1	-1	3	7	1	-2	2.9	-3	-2	-2
COc1ccccc1OCC(=O)OCC(=O)NCCN1C(=O)CSC1=O	-8	-2	-3	3	-23	1.8	2	3	-4
CCN(CC)CC(=O)c1c[nH]c2ccc(OC)cc12	-9	1	6	26	2	2.7	7	-4	9
Cc1ccc(C2=N/C(=C/c3cccs3)C(=O)N2Nc2ccccc2)cc1	-5	-9	1	15	7	1.2	2	5	0
C=CC[C@H](CC(=O)N(CCO)Cc1ccccc1)C(=O)N[C@@H](C)COC(=O)[C@@H](CC=C)Cc1ccc(F)cc1	-10	-2	2	x	x	x	x	x	0
O=C(NCc1ccc2c(c1)OCO2)c1ccc2c(c1)C(=O)N(CC1CCCO1)C2=O (stereo unspecified)	5	-11	-3	1	1	0.8	0	-3	8
Cc1ccc(S(=O)(=O)Nc2cc(C(C)C)c(O)cc2C)cc1	-5	-15	2	-3	4	3.9	1	-5	0
CCCC(NS(=O)(=O)c1ccc(OC)cc1)C(=O)O (stereo unspecified)	3	3	9	-3	-1	0.9	-2	0	3
O=C(NC1CCCC1)C(c1cccs1)N(C(=O)c1ccco1)c1ccc2c(c1)OCCO2 (stereo unspecified)	2	-15	-14	8	-3	-4.6	2	-8	4
Cc1ccc(/C=C(\C#N)C(=O)N2CCCC2)c(C)c1	6	-3	3	1	0	-0.7	5	-3	-6
N#C/C(=C\Nc1ccc(Cl)cc1)S(=O)(=O)c1ccccn1	9	5	-6	0	-4	0.9	-2	0	0
CC1CCCN(C(=S)SCC(=O)c2cc(Br)cc(Br)c2O)C1 (stereo unspecified)	-9	-9	3	3	3	-1.1	6	-2	4
CCN(CCC(=O)Nc1ccc(Br)c(C)c1)Cc1ccccc1	-1	19	2	-7	-2	2.5	-2	2	14
CCOC(=O)c1cc(-c2ccccc2)n(CCC(=O)NC(C)CC)c1C (stereo unspecified)	2	9	2	4	0	-2.2	-1	1	2
O=C(CSc1ncnc2ccccc12)NCc1ccco1	-1	-4	-14	4	5	-5.7	-1	-8	3
CCC(=O)Nc1c2c(nn1-c1ccc(OC)cc1)CSC2	1	-6	1	2	1	1.9	-3	-2	10
Cc1cc(C(=O)COc2ccccc2C#N)c(C)n1C1CC1	3	1	11	6	3	-3.6	4	-2	12
Cc1cccc(C(=O)NCCC(=O)Nc2nc(C)c(Cc3ccc4c(c3)OCO4)s2)c1	6	-5	5	2	2	0.3	2	-2	8
COc1ccc(C)cc1-n1nnnc1SCC1CCCO1 (stereo unspecified)	12	8	4	0	-1	2.6	-3	4	-3
COc1ccc(CCC(=O)OCC(=O)NCc2ccccc2)cc1	7	7	5	x	x	0.0	x	0	0
CC(=O)C1=C(C)N2CCN=C2S1	-1	-6	-2	-1	0	-0.6	0	-5	1
OCCNc1nc2ccccc2n1-c1ccccc1	2	1	-3	0	-1	-0.1	1	2	0
COc1ccc(/C=C/C(=O)N(CC(C)C)C2CCS(=O)(=O)C2)cc1 (stereo unspecified)	-6	7	-1	1	-1	0.1	1	-6	4
Cc1cccc(NC2=NC(=S)N(CC#N)C23CCCCC3)c1	-7	-3	3	3	3	-2.5	0	-1	8
COc1c(O)cc2oc(-c3ccc(O)cc3)cc(=O)c2c1O	5	4	4	2	-7	1.1	-3	-4	5
COc1cc2c(cc1OC)C(C(=O)Nc1ccc3c(c1)OCCO3)C(c1cccnc1)N(C)C2=O (stereo unspecified)	9	5	3	0	2	0.9	3	1	0

Gathered by group: those above containing four or more nitrogen atoms.
SMILES	PAFAH2 inh	procasp7 counter	procasp3 activ	core dimer inh	Fh CTSL1 inh	PP5 inh	TPT1 inhibitor	PP1 inh	AHR act
O=c1c2c(nc3nc(NCc4ccc(Cl)cc4)[nH]n13)CCC2	10	11	-2	0	-2	-0.2	-8	0	-1
Cc1noc(C)c1S(=O)(=O)Nc1ccc2c(c1)C(=O)N([C@H](C)CO)C[C@H](C)[C@@H](CN(C)C(=O)NC1CCCCC1)O2	5	3	-1	x	x	x	x	x	0
C=C(C)Cn1c(=O)c2c(nc3n2CCCN3CCc2ccccc2)n(C)c1=O	6	4	7	7	1	3.3	-1	-1	1
CCn1c(-c2cc(-c3ccccc3OC)nc3ccccc23)n[nH]c1=S	-5	-1	-5	11	0	-0.4	-2	0	5
Cn1c(SCC(=O)NC2CCCCC2)nnc1-c1ccc(N)cc1	8	5	-3	-7	2	2.3	-2	-7	0
Cc1nc(Nc2nc3ccccc3o2)nc(C)c1C	-3	-3	4	1	-3	-2.8	-2	-3	-3
C=CCSc1nnc2c(n1)OC(C)=Nc1ccc(Br)cc1-2	7	-3	6	3	1	-1.0	0	-2	28
O=C(CSc1n[nH]c(-c2ccco2)n1)Nc1ccc(F)cc1	-1	0	-8	-2	4	-0.2	-3	-1	0
COc1ccc(C)cc1-n1nnnc1SCC1CCCO1 (stereo unspecified)	12	8	4	0	-1	2.6	-3	4	-3
Cc1cccc(NC2=NC(=S)N(CC#N)C23CCCCC3)c1	-7	-3	3	3	3	-2.5	0	-1	8

Whole records, looked up by structure. Values in the order: PAFAH2 inh | procasp7 counter | procasp3 activ | core dimer inh | Fh CTSL1 inh | PP5 inh | TPT1 inhibitor | PP1 inh | AHR act
Entry for `COc1c(O)cc2oc(-c3ccc(O)cc3)cc(=O)c2c1O` → 5 | 4 | 4 | 2 | -7 | 1.1 | -3 | -4 | 5
Entry for `COc1ccc(CCC(=O)OCC(=O)NCc2ccccc2)cc1` → 7 | 7 | 5 | x | x | 0.0 | x | 0 | 0
